Screening data as filed in PubChem.
PABP1 MLLE inh – inhibitors of microRNA-mediated deadenylation, human PABP1 MLLE binding; GST-MLLE / FITC-PAM2 fluorescence polarization; inhibition, % at 20 µM; 360,000 compounds, 0.36% hits; in the data active means inhibition above about 35%, passing the limit was not always enough;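 further: plate controls were DMSO wells with GST-MLLE for no effect and wells lacking GST-MLLE protein for full effect; some results filed as inactive read as strong as hits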
MT1-MMP act inh – MT1-MMP (human) activation inhibition. P50281. HT1080 RFP-PRO-GFP cells, GFP/RFP ratio fluorescence, overnight; percent of plate control window, DMSO zero. GFP/RFP ratio change, % at 20 µM. 360,000 compounds, 0.061% hits;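 active means GFP/RFP ratio change of at least 30% with cell ATP level not reduced by more than half and red fluorescence within 50% of control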; further: strong numbers were not always called active
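Assay system – RFP-PRO-GFP reporter HT1080 cells · Compound dosing – single dose of 20 µM compound, 1% DMSO final · Incubation – overnight compound exposure at 37 °C · Measure – GFP/RFP fluorescence ratio · Benchmarks – DMSO wells and RFP-L50D-GFP cells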
FAS-TE inh – blocks the thioesterase domain of human fatty acid synthase. AID 602261. recombinant FAS-TE, OMFH fluorogenic substrate, fluorescence endpoint. 360,000 compounds, 0.67% hits. inhibition, % at 15 µM;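 active means compounds whose normalised, plate-corrected inhibition of enzyme fluorescence in the single-dose primary screen is 50% or more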;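 further: 0% = DMSO with enzyme and 100% = substrate without enzyme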
SKN-1 inh – C. elegans SKN-1 inhibition | C. elegans VP596 Pgst-4::GFP/RFP ratio, acrylamide-induced, 24 h | inhibition, % at 21.8 µM | 360,000 compounds, 0.49% hits;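 active means interference check ratio from 0.5 to 1.5 plus GFP to RFP signal ratio inhibition reaching or exceeding a fixed threshold, cut at about 30% in these data, passing the limit was not always enough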; further: some compounds called inactive have numbers as strong as hits
Neddylation inh – blocks human cullin neddylation; P61081+Q13564; TR-FRET cullin neddylation, biochemical; calls only at 25 µM; 360,000 compounds, 0.58% hits; in the data active means inhibition above about 36%
bovine MsrA act – bovine methionine sulfoxide reductase A activation | 360,000 compounds, 0.3% hits | purified bovine MsrA, absorbance read-out | activation, % at 10.6 µM; in the data active means activation above about 7.5%;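 further: 0% = vehicle and 100% = reference activator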
eLon inh – inhibitors of E. coli Lon protease | P0A9M0 | purified E. coli Lon protease, fluorescence polarization | inhibition, % at 7.94 µM | 360,000 compounds, 0.42% hits | AID 602123; in the data active means inhibition above about 13%, passing the limit was not always enough;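 further: 0% = enzyme with probe and DMSO and 100% = no enzyme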
Rin1-Abl PPI inh – inhibitors of human Rin1-Abl protein interaction; P00519+Q13671; TR-FRET Rin1/Abl binding, biochemical; inhibition, % at 7.35 µM; 360,000 compounds, 0.4% hits; AID 588664; in the data active means inhibition above about 5%, passing the limit was not always enough
CendR NRP1 mod – NRP-1/CendR interaction modulation; O14786; FAM-RPARPAR peptide binding to NRP-1, fluorescence polarization; inhibition, % at 25 µM; 360,000 compounds, 0.85% hits; AID 602438;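 active means inhibition or corrected inhibition above about 18%, plus a signal ratio from 0.5 to 1.5, limit read from the data, passing the limit was not always enough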; further: strong numbers were not always called active
Starred values were filed as active, the others as inactive; i = inactive; / = no result given; & = joins results of further samples.

nr	smiles	bovine MsrA act	PABP1 MLLE inh	FAS-TE inh	SKN-1 inh	Rin1-Abl PPI inh	CendR NRP1 mod	eLon inh	MT1-MMP act inh	Neddylation inh
1	Cc1c(C(=O)NC(=S)NCc2cccnc2)cccc1[N+](=O)[O-]	-3	23	4	-2	-4	13	-6	2	i
2	CCOc1cccc(CN2CCC(Oc3ccc(C(=O)N4CCCC4)cc3)CC2)c1O	-2	-2	-5	4	0	2	1	5	i
3	S=c1[nH]ncn1/N=C/c1cccs1	5	-9	-6	5	-1	-8	0	3	i
4	O=C(c1ccc(-c2ccccc2)cc1)N1CCN(c2ccccc2)CC1	-2	4	3	11	-4	-19	0	2	i
5	C=CCOC(=O)C1=C(C)NC(SCC(=O)OCC)=C(C#N)C1c1ccc(O)c(OC)c1 (centres undefined)	0	-54	12	12	3	-20	0	-1	i
6	COc1ccc(CCCc2nnc(SCc3nc4ccccc4c(=O)[nH]3)n2C)cc1C	-9	-9	-8	-7	1	8	12	7	i
7	COc1ccc(NC(=O)CSc2cccc3cccnc23)c(OC)c1	-4	20	-9	6	2	10	4	2	i
8	O=C(c1ccco1)N1CCN(S(=O)(=O)N2CCOCC2)CC1	-4	0	-7	0	5	4	-1	-1	i
9	COc1ccc(Br)c(Cn2c(C)c(C(=O)NCc3ccc(F)cc3)sc2=O)c1	-1	-7	26	-4	0	-15	9	2	i
10	Cc1ccc(Cl)cc1NC(=O)c1cc2ccccc2cc1O	-2	13	14	24	2	2	-2	-6	/
11	Cc1ccc(Cl)cc1N1CCN(C(=O)c2cc3c(=O)[nH]c4ccccc4c3n2C)CC1	-2	5	6	5	4	21	-7	-2	i
12	O=C(CNC(=O)C1CCCCC1)OCn1nnc2ccccc2c1=O	-3	-5	-5	-6	1	8	-6	1	i
13	COCCCn1c(SCC(=O)NC2CCCC2)nnc1-c1ccccc1	0	9	-5	2	1	0	6	3	i
14	CC1CCCC(C)N1C(=O)COc1ccc(-c2nnco2)cc1 (centres undefined)	-4	4	-1	8	1	0	1	1	i
15	CN(NC(=O)NN(C)C(=O)c1ccccc1)C(=O)c1ccccc1	-1	-3	-5	15	1	1	1	-1	i

Part of the list above, showing only CendR NRP1 mod, MT1-MMP act inh and Rin1-Abl PPI inh:
item	molecule	CendR NRP1 mod	MT1-MMP act inh	Rin1-Abl PPI inh
14	CC1CCCC(C)N1C(=O)COc1ccc(-c2nnco2)cc1 (centres undefined)	0	1	1
15	CN(NC(=O)NN(C)C(=O)c1ccccc1)C(=O)c1ccccc1	1	-1	1

Next compounds
nr	smiles	bovine MsrA act	PABP1 MLLE inh	FAS-TE inh	SKN-1 inh	Rin1-Abl PPI inh	CendR NRP1 mod	eLon inh	MT1-MMP act inh	Neddylation inh
16	COc1ccc(CCNC(=O)c2sc3ccccc3c2Cl)cc1OC	-2	2	-3	3	-6	3	-1	2	i
17	O=C(NC(=S)N1CCCCCC1)C1CC1	-2	22	-8	0	-7	-5	6	-1	i
18	CCOC(=O)NC(=O)CN1C(=O)NC(C)(c2ccccc2)C1=O (centres undefined)	0	-4	-12	1	5	15	6	10	i
19	N#Cc1cc([N+](=O)[O-])ccc1N1CCCC1	-2	6	5	13	-2	1	-4	2	i
20	COc1ccc(Cl)cc1NC(=O)C1CC(=O)N(c2ccc(F)cc2)C1 (centres undefined)	2	-4	8	7	1	0	5	4	i
21	COC(=O)c1ccc(-c2c(-c3ccccc3)ncc3cc(F)ccc23)cc1	-2	-4	23	-16	-1	-1	0	23	i
22	O=C1c2ccccc2C(Nc2ccc(S(=O)(=O)N3CCCCC3)cc2)N1Cc1ccco1 (centres undefined)	1	-17	21	14	3	2	1	0	i
23	O=C1c2ccccc2NC2(CCCCC2)N1c1ccc(O)cc1	-1	-6	-2	-10	-2	4	-9	1	i
24	Cc1ccc(NS(=O)(=O)c2ccc3[nH]c(=O)oc3c2)c(C)c1	0	-8	-4	-9	-2	1	-2	-5	i
25	O=C1C2C(c3cccc(/C=C/c4ccccc4)c3)CC=CC2C(c2ccc(C(F)(F)F)cc2)N1Cc1ccccc1 (centres undefined)	-7	-5	39	8	1	11	1	-10	i
26	COc1cccc(NC(=O)N2CCCC(C(=O)NC3CCCCC3C)C2)c1 (centres undefined)	-2	1	-4	2	-2	8	-3	2	i
27	O=C(/C=C/c1ccco1)N/C(=C\c1ccco1)C(=O)NCCc1nc2ccccc2[nH]1	-6	-3	-6	12	-6	-17	-27	-7	i
28	Cc1ccc(OCc2cc(C(=O)N(C)CCc3ccccn3)no2)cc1C	-1	-4	-9	17	-2	-7	-7	4	i
29	CNS(=O)(=O)Cc1ccc2[nH]cc(CCN(C)C)c2c1	-9&-1	6&-11	-3&-3	-19&96	-1&-2	-10&-5	1&5	3&8	i
30	COc1ccc(CCNC(=O)C(=O)N2CCCC2)cc1OC	-2	9	-3	-1	1	7	-4	-1	i
31	O=C(N/N=C/c1cccc([N+](=O)[O-])c1)C1COc2ccccc2O1 (centres undefined)	-1	-8	32	10	2	11	2	2	i
32	Cc1cc(F)ccc1-c1cc(C(=O)NCC2CCCCC2)[nH]n1	1	1	12	-2	-3	1	5	4	i
33	COC(=O)[C@@]12CCCN1[C@H](c1ccc(-c3ccccc3)c(OC)c1)[C@H]1C(=O)N(C)C(=O)[C@H]12	-6	-3	-5	-3	-1	6	-7	0	i
34	CC(C)(C)NC(=O)N1CCn2cccc2C1c1ccccc1F (centres undefined)	-2	5	2	9	-1	15	-4	-4	i
35	CC(C)c1ccc(OCC(=O)N2CCN(c3ccccn3)CC2)c(Br)c1	2	-4	22	-10	0	3	-10	2	i
36	COc1ccc2oc3cc(NCCN(C)C)ccc3c(=O)c2c1	-14	-4	-5	15	1	-6	-1	5	i
37	COc1ccc(NC(=O)C(=O)NCC(c2ccco2)N2CCc3ccccc32)cc1 (centres undefined)	0	10	-5	-1	-2	3	-5	-1	i
38	Nc1nnc(SCC(=O)NC23CC4CC(CC(C4)C2)C3)s1	2	-13	-6	-6	-4	-12	-3	-1	i
39	CCCn1c(-c2ccccc2)cc(SC)c(C#N)c1=O	5	-2	-3	5	0	4	-4	-5	i
40	CN1CCN(C(=O)c2ccccc2NC(=O)CCN2C(=O)c3ccccc3C2=O)CC1	-5	4	-8	-8	-3	6	-11	3	i
41	CCc1ccc(NC(=O)C2CCN(S(=O)(=O)c3ccc4c(c3)CC(C)N4C(C)=O)CC2)cc1 (centres undefined)	-3	-2	8	8	1	-7	-4	2	i
42	O=S(=O)(NCC1CCCO1)c1cccc(S(=O)(=O)N2CCCC2)c1 (centres undefined)	-4	-7	-9	9	-1	-5	2	4	i
43	CCCNC(=O)c1cccc(Cn2cc(Br)c([N+](=O)[O-])n2)c1	-2	3	-4	8	1	-4	-9	-1	i
44	CN1CCN(c2nc(-c3cccc([N+](=O)[O-])c3)nc3ccccc23)CC1	-8	2	11	10	-4	5	14	-2	i
45	CNc1cnc(-c2ccc(O)c(OC)c2)cn1	0	7	1	5	-2	3	-11	5	i

Reformatted: results already given
[26] COc1cccc(NC(=O)N2CCCC(C(=O)NC3CCCCC3C)C2)c1 (centres undefined)
[27] O=C(/C=C/c1ccco1)N/C(=C\c1ccco1)C(=O)NCCc1nc2ccccc2[nH]1
[28] Cc1ccc(OCc2cc(C(=O)N(C)CCc3ccccn3)no2)cc1C
[29] CNS(=O)(=O)Cc1ccc2[nH]cc(CCN(C)C)c2c1
[30] COc1ccc(CCNC(=O)C(=O)N2CCCC2)cc1OC
[31] O=C(N/N=C/c1cccc([N+](=O)[O-])c1)C1COc2ccccc2O1 (centres undefined)
[32] Cc1cc(F)ccc1-c1cc(C(=O)NCC2CCCCC2)[nH]n1
[33] COC(=O)[C@@]12CCCN1[C@H](c1ccc(-c3ccccc3)c(OC)c1)[C@H]1C(=O)N(C)C(=O)[C@H]12
[34] CC(C)(C)NC(=O)N1CCn2cccc2C1c1ccccc1F (centres undefined)
[35] CC(C)c1ccc(OCC(=O)N2CCN(c3ccccn3)CC2)c(Br)c1

Screen / compound no.	26	27	28	29	30	31	32	33	34	35
bovine MsrA act	-2	-6	-1	-9&-1	-2	-1	1	-6	-2	2
PABP1 MLLE inh	1	-3	-4	6&-11	9	-8	1	-3	5	-4
FAS-TE inh	-4	-6	-9	-3&-3	-3	32	12	-5	2	22
SKN-1 inh	2	12	17	-19&96	-1	10	-2	-3	9	-10
Rin1-Abl PPI inh	-2	-6	-2	-1&-2	1	2	-3	-1	-1	0
CendR NRP1 mod	8	-17	-7	-10&-5	7	11	1	6	15	3
eLon inh	-3	-27	-7	1&5	-4	2	5	-7	-4	-10
MT1-MMP act inh	2	-7	4	3&8	-1	2	4	0	-4	2
Neddylation inh	i	i	i	i	i	i	i	i	i	i

[36] COc1ccc2oc3cc(NCCN(C)C)ccc3c(=O)c2c1
[37] COc1ccc(NC(=O)C(=O)NCC(c2ccco2)N2CCc3ccccc32)cc1 (centres undefined)
[38] Nc1nnc(SCC(=O)NC23CC4CC(CC(C4)C2)C3)s1
[39] CCCn1c(-c2ccccc2)cc(SC)c(C#N)c1=O
[40] CN1CCN(C(=O)c2ccccc2NC(=O)CCN2C(=O)c3ccccc3C2=O)CC1
[41] CCc1ccc(NC(=O)C2CCN(S(=O)(=O)c3ccc4c(c3)CC(C)N4C(C)=O)CC2)cc1 (centres undefined)
[42] O=S(=O)(NCC1CCCO1)c1cccc(S(=O)(=O)N2CCCC2)c1 (centres undefined)
[43] CCCNC(=O)c1cccc(Cn2cc(Br)c([N+](=O)[O-])n2)c1
[44] CN1CCN(c2nc(-c3cccc([N+](=O)[O-])c3)nc3ccccc23)CC1

Screen / compound no.	36	37	38	39	40	41	42	43	44
bovine MsrA act	-14	0	2	5	-5	-3	-4	-2	-8
PABP1 MLLE inh	-4	10	-13	-2	4	-2	-7	3	2
FAS-TE inh	-5	-5	-6	-3	-8	8	-9	-4	11
SKN-1 inh	15	-1	-6	5	-8	8	9	8	10
Rin1-Abl PPI inh	1	-2	-4	0	-3	1	-1	1	-4
CendR NRP1 mod	-6	3	-12	4	6	-7	-5	-4	5
eLon inh	-1	-5	-3	-4	-11	-4	2	-9	14
MT1-MMP act inh	5	-1	-1	-5	3	2	4	-1	-2
Neddylation inh	i	i	i	i	i	i	i	i	i

The listing continues:
nr	smiles	bovine MsrA act	PABP1 MLLE inh	FAS-TE inh	SKN-1 inh	Rin1-Abl PPI inh	CendR NRP1 mod	eLon inh	MT1-MMP act inh	Neddylation inh
46	Cc1cc(C)n(S(=O)(=O)c2ccc(F)cc2)n1	2	-12	-7	1	2	-1	7	1	i
47	CC1CCC(NC(=O)COc2ccccc2C(N)=O)CC1 (centres undefined)	-2	-21	-6	-2	0	-4	-6	2	i
48	O=C(NCCOCc1ccc(Cl)cc1)c1ncn[nH]1	-13	-11	-7	-5	2	-6	3	-2	i
49	Cc1ccc(/C=N/NC(=O)c2ccc(-n3cnnn3)cc2)cc1	1	3	-5	8	2	4	-17	3	i
50	CCCOc1ccc(F)cc1-c1cc(C(=O)Nc2cc(OC)c(OC)c(OC)c2)[nH]n1	-8	7	13	23	2	-3	0	/	i
51	CCOc1ccc(C(=O)NC(=S)Nc2ccc(NC(=O)c3ccco3)c(C)c2)cc1[N+](=O)[O-]	-1	18	-7	11	1	0	-15	5	i
52	NC(=O)c1c(-c2ccc(Cl)cc2Cl)csc1NC(=O)Cc1ccccc1	-1	-10	-2	10	3	17	-3	-19	i
53	CCOc1ccc(-c2cccc(NC(=O)c3ccc(Br)o3)c2)nn1	-3	-10	5	-2	0	3	5	2	i
54	COc1ccc(-n2ncc3c(NCc4ccco4)ncnc32)cc1	4	-14	-1	-15	0	-13	-3	3	i
55	COc1ccc(NC(=S)N2CCC(NC(=O)c3ccc(F)cc3)CC2)cc1	0	-102	-6	1	0	8	-3	2	i
